IDE inh: inhibits human insulin-degrading enzyme in HEK cells | P14735 | FAbetaB cleavage, fluorescence polarization | inhibition, % at 5.59 µM | hit rate 0.41% among 320,000;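 active = percent inhibition above the average of all tested compounds plus 3 SD, set per screening campaign, cut at about 16% in these data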;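 note: IDE supplied by intact live HEK cells; FP after avidin binding of uncleaved biotin substrate so inhibition keeps polarization high; 0% = DMSO wells and 100% = 60 µM reference IDE inhibitor Ii1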
Target sequence (P14735 whole entry, looked up): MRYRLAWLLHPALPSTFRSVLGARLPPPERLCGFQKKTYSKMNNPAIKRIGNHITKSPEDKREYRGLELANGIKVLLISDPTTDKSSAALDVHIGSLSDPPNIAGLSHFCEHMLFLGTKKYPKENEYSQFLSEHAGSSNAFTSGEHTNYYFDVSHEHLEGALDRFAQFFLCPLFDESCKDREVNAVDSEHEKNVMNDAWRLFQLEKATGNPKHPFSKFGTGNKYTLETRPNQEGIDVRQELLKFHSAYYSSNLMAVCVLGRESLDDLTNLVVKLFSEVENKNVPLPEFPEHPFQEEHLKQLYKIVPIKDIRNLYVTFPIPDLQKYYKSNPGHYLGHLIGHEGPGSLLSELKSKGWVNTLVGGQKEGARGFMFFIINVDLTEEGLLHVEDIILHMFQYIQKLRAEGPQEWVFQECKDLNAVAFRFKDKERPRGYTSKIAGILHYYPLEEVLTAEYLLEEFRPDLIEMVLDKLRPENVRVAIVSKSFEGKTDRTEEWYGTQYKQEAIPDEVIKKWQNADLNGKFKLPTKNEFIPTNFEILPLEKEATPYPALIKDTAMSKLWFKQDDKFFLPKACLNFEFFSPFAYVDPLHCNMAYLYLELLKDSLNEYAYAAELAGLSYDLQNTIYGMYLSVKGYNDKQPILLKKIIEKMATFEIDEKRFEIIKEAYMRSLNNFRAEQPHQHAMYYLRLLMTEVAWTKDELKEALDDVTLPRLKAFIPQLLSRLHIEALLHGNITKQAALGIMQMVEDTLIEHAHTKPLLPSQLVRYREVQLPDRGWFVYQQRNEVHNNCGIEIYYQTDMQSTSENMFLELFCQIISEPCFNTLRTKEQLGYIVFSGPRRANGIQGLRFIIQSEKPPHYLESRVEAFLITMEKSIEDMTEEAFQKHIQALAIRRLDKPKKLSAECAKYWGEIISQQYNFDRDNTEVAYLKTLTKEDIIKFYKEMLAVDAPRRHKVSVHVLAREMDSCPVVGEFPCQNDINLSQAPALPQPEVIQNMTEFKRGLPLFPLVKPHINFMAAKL
NS3 helicase inh: inhibitors of Hepatitis C virus NS3 helicase; NS3 helicase DNA unwinding, Cy5 molecular beacon fluorescence; inhibition, % at 10.9 µM; hit rate 0.56% among 290,000; AID 1800;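 active = inhibition above the mean of all tested compounds plus 3 SD, set per campaign, cut at about 35% in these data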;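 note: 0% = DMSO wells and 100% = thioflavine S control wells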
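Control set: DMSO versus 110 µM thioflavine S; Material: NS3 helicase fragment of HCV; Measured by: Cy5 fluorescence at 0 and 60 min, beacon hairpin quenching; Read-out basis: percent inhibition from t60/t0 fluorescence ratio; Times: reaction time 60 min, 25 °C; Repeats: single replicate; Compound dosing: single dose, 10.9 µM nominal final, DMSO 0.8% final.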
UBC9 SUMO inh: SUMOylation inhibition; inhibition, % at 35 µM; P63279; HTRF SUMOylation assay, SAE1/SAE2 + UBC9, in vitro; hit rate 0.36% among 290,000; in the data active = inhibition above about 50%, passing the limit was not always enough; note: strong numbers were not always called active
p-CIP stab down: p/CIP protein destabilization; Q05BA5; decrease of EGFP signal, % at 10 µM; hit rate 0.01% among 290,000; F442A p/CIP-EGFP cells, EGFP fluorescence, 16 h; AID 1984;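 active = EGFP signal decrease of at least 30% at 10 µM or well 3 SD below plate mean, unless failing retest; inactive = the rest, including hits failing retest or dose response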; note: some compounds called inactive have numbers as strong as hits; many of its hits are not listed in these tables
CRFR2-BP antag: blocks CRF-induced signaling of the CRF-BP/CRF-R2 complex. HEK293 CRF-R2/CRF-BP, CRF-induced calcium fluorescence. inhibition, % at 11.8 µM. hit rate 0.59% among 350,000;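 active = inhibition of the ligand-induced calcium signal above about 50% at the single tested concentration, limit read from the data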
IMP-1 inhibitor: blocks Pseudomonas aeruginosa IMP-1 metallo-beta-lactamase | purified IMP-1, nitrocefin hydrolysis, epi-absorbance fluorescence | inhibition, % at 5.6 µM | hit rate 0.45% among 290,000 | AID 1556;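 active = inhibition above the mean plus 3 SD of all compounds in the same screening run, cut at about 4.5% in these data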;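 note: 0% = IMP-1 with DMSO and 100% = DMSO wells lacking enzyme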
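assay system = purified recombinant IMP-1 metallo-beta-lactamase enzyme | schedule = 15 min preincubation plus 25 min reaction at 25 °C | signal = Epi-absorbance fluorescence, 480 nm excitation, 530 nm emission | read-out basis = percent inhibition from optical density relative to buffer-blank wells | controls = IMP-1 with DMSO as 0%, enzyme-free DMSO as 100%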
GalR3 antag: human GalR3 antagonism | AID 651719 | hit rate 0.44% among 360,000 | O60755 | HEK293 GalR3-CNG cAMP membrane potential fluorescence; galR3 body fused to GalR1 C-terminus | inhibition, % at 3 µM;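 active = inhibition above the screen-wide average plus 3 SD, cut at about 13% in these data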;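 note: forskolin and galanin both at EC90 stimulate the cells; cAMP rise reported by CNG channel membrane potential dye signal; 0% = forskolin plus galanin with DMSO and 100% = forskolin alone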
IDE act: boosts human insulin-degrading enzyme activity in HEK cells | P14735 | FAbeta-B cleavage, fluorescence polarization; 0% vehicle, 100% cell-free pure enzyme wells | activation, % at 5.96 µM | hit rate 0.073% among 340,000;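 active = activation above the mean of all tested compounds plus 3 SD, set per screening campaign, cut at about 17% in these data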
VIM-2 inh: blocks Pseudomonas aeruginosa VIM-2 metallo-beta-lactamase | hit rate 0.89% among 290,000 | purified VIM-2, nitrocefin hydrolysis, epi-absorbance fluorescence | inhibition, % at 5.6 µM;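 active = inhibition above the mean of all tested compounds plus 3 SD, cutoff set per screening run, cut at about 7.5% in these data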;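 note: red hydrolysis product quenches plate fluorescence so inhibitors raise well fluorescence; 0% = enzyme with DMSO and 100% = DMSO without enzyme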
* marks the source's active call; other numbers are inactive results; nt = not tested or not shown.

Values run as follows: IDE inh	NS3 helicase inh	UBC9 SUMO inh	p-CIP stab down	CRFR2-BP antag	IMP-1 inhibitor	GalR3 antag	IDE act	VIM-2 inh
> Cc1cc(C)nc(N2CCN(C(=O)CCC(=O)Nc3nnc(C(C)C)s3)CC2)n1
    4	-7	-13	-3	3	-5.1	1	0	-3.5
> C[C@@]12CCC=C[C@H]1[C@H](c1ccoc1)N(Cc1ccccc1)C2=O
    -3	nt	-20	-2	1	nt	-6	4	nt
> CS(=O)(=O)N1CCN(c2ccccc2NC(=S)NC(=O)c2ccccc2[N+](=O)[O-])CC1
    3	-11	-6	-17	-40	-4.0	7	-2	-3.6
> CC(=O)c1ccc(N2CCN(C(=O)Cc3n[nH]c(=O)c4ccccc34)CC2)cc1
    3	-1	2	-46	4	-1.8	-3	4	-0.7
> O=C(OC1CCOC1=O)c1cc(-c2cccc(Br)c2)nc2ccccc12 (stereo not given)
    -2	14	-16	-4	-15	-1.6	0	-1	-2.0
> COc1cccc(-c2nc(CCl)cs2)c1OC
    2	3	22	-5	8	-0.1	-7	4	1.2
> O=C(Nc1cnn(C23CC4CC(CC(C4)C2)C3)c1)c1cnn2cccnc12
    7	0	-6	2	-39	-7.2	-4	1	-2.7
> CCOC(=O)CN1C(=O)CC(c2ccccc2)C1=O (stereo not given)
    -3	-3	-4	0	11	-0.1	-9	0	1.1
> Oc1c(Br)cc(/C=N/NC(=S)NCc2ccco2)cc1Br
    10	26	15	5	13	-1.0	-3	3	-2.2
> CC(=O)Nc1ccc(-c2cc(-c3ccc(NC(C)=O)cc3)nc(-c3ccccc3)n2)cc1
    1	-3	-1	5	1	-2.7	-12	-3	-2.7
> CCCCCCCc1c(C)nc(N2CCOCC2)[nH]c1=O
    2	-6	8	4	-12	-2.5	-3	-2	-3.4
> Cc1nn2c3c(cnc2c1-c1ccccc1)C(=O)CC(c1ccco1)C3 (stereo not given)
    6	23	8	-26	-2	-2.7	-4	-2	-1.9
> O=C(Nc1nc(-c2ccccc2)c(-c2ccccc2)o1)c1ccc(F)cc1
    3	-8	0	-10	-23	-3.9	-8	5	-5.5
> COc1ccc(C2CC(c3ccc(F)cc3)Nc3nc(N)nn32)cc1OC (stereo not given)
    2	8	-16	-23	-1	-3.2	1	5	-3.5
> CCN(CC(=O)NCc1ccc(Cl)cc1)C(=O)NCc1ccc(Cl)cc1
    2	2	14	-27	17	1.3	-2	0	-2.7
> CCOc1cc(CNCC2CCCO2)cc(Br)c1OCC(N)=O (stereo not given)
    2	-1	26	-6	2	0.8	3	-3	-1.7
> CCN(c1ccccc1)S(=O)(=O)c1ccc(Cl)c(NC(=O)COC(=O)c2ccc(O)cc2)c1
    3	-5	2	-12	0	-3.4	1	2	-2.6
> COc1ccccc1NC(=S)N(Cc1ccco1)Cc1cc2cccc(C)c2[nH]c1=O
    3	15	9	-8	4	-1.8	-3	6	-1.1
> Cc1ccccc1-c1nnc(SCc2ccc(F)cc2)o1
    0	-2	-10	-5	-2	-2.6	-4	6	-2.5
> c1ccc(CSc2ccc(-c3cccnc3)nn2)nc1
    3	0	4	0	-6	-5.7	0	7	-5.3
> Cc1ccc(C(=O)Nc2onc(C)c2C#N)cc1
    0	12	30	-6	9	-0.7	-2	3	-1.4
> COC(=O)c1c(-c2ccsc2)sc2ccc(-c3cc(OC)c(OC)c(OC)c3)cc12
    0	nt	nt	nt	27	nt	-10	5	nt
> CCOc1ccc(Cn2ccnc2CCl)cc1[N+](=O)[O-]
    4	-2	11	-11	14	-3.2	-3	0	-2.9
> CC1CC(C)(C)NC(=S)N1CC(=O)NCc1ccc2c(c1)OCO2 (stereo not given)
    -2	7	11	-7	2	-1.9	-3	-5	-1.7
> COc1ccc(CCNC(=O)CC(=O)N/N=C/c2ccc(C(=O)O)cc2)cc1OC
    3	3	-1	-11	8	-3.2	-8	1	-3.5
> Cc1nnsc1C(=O)N1CCCC(N2CCN(c3cccc(C(F)(F)F)c3)CC2)C1 (stereo not given)
    4	-1	0	6	1	-2.8	-6	0	-1.7
> Cc1cc(NS(=O)(=O)c2ccc(NC(=O)CSc3nc4ncc(Br)cc4[nH]3)cc2)nc(C)n1
    -9	-6	29	-11	30	-1.1	-3	6	-1.9
> COc1cc(OC)cc(C(=O)NCC(=O)Nc2ccc(OC)c(Cl)c2)c1
    12	-1	0	2	-17	-4.0	0	-3	-1.9
> COc1ccc(N(CC(=O)NN=C2CCCCCCC2)S(=O)(=O)c2ccccc2)cc1
    -5	0	-7	1	-2	-3.3	-9	1	-3.0
> C=C(C)COc1ccc(-c2nc(N)ncc2-c2ccc(Br)cc2)c(O)c1
    -2	-29	-9	0	4	-2.5	-12	6	-0.3

Two of the compounds above, as comma-separated lines.
Structure,IDE inh,NS3 helicase inh,UBC9 SUMO inh,p-CIP stab down,CRFR2-BP antag,IMP-1 inhibitor,GalR3 antag,IDE act,VIM-2 inh
O=C(OC1CCOC1=O)c1cc(-c2cccc(Br)c2)nc2ccccc12 (stereo not given),-2,14,-16,-4,-15,-1.6,0,-1,-2.0
COc1cccc(-c2nc(CCl)cs2)c1OC,2,3,22,-5,8,-0.1,-7,4,1.2

Fetched by compound from above, 4 records:
Values run as follows: IDE inh	NS3 helicase inh	UBC9 SUMO inh	p-CIP stab down	CRFR2-BP antag	IMP-1 inhibitor	GalR3 antag	IDE act	VIM-2 inh
> COc1ccc(C2CC(c3ccc(F)cc3)Nc3nc(N)nn32)cc1OC (stereo not given)
    2	8	-16	-23	-1	-3.2	1	5	-3.5
> C=C(C)COc1ccc(-c2nc(N)ncc2-c2ccc(Br)cc2)c(O)c1
    -2	-29	-9	0	4	-2.5	-12	6	-0.3
> Cc1ccc(C(=O)Nc2onc(C)c2C#N)cc1
    0	12	30	-6	9	-0.7	-2	3	-1.4
> CCN(c1ccccc1)S(=O)(=O)c1ccc(Cl)c(NC(=O)COC(=O)c2ccc(O)cc2)c1
    3	-5	2	-12	0	-3.4	1	2	-2.6

Next section
Values run as follows: IDE inh	NS3 helicase inh	UBC9 SUMO inh	p-CIP stab down	CRFR2-BP antag	IMP-1 inhibitor	GalR3 antag	IDE act	VIM-2 inh
> O=C1NC(c2ccccc2)C(C(=O)c2cccs2)=C1O (stereo not given)
    1	-2	6	4	-12	-2.8	-3	0	-0.8
> Cc1cc(C)c2[nH]c(=O)c(CN(C(=O)C3CCCO3)C3CCCC3)cc2c1 (stereo not given)
    nt	-5	-1	-2	nt	-1.9	nt	nt	-1.3
> Cc1oc2c(C)c3oc(=O)c(CCC(=O)NCCCn4ccnc4)c(C)c3cc2c1C
    8	-49	28	2	12	0.5	-5	-8	24*
> Cc1cccc(C(=O)O/N=C(/c2ccccc2)c2ccncc2)c1
    5	-5	18	-9	-9	-2.6	0	-3	-0.5
> Cc1ccc2c(c1)C(c1ccccc1)CC(=O)O2 (stereo not given)
    7	-13	12	4	7	-2.1	-5	4	-2.3
> O=C(CN(C(=O)c1csnn1)c1cccc2ccccc12)NCc1ccccc1
    -3	1	-3	2	-4	-1.6	-7	2	1.8
> O=c1oc2ccccc2n1Cn1c(=O)oc2ccccc21
    1	-1	6	10	12	-0.2	-4	3	2.6
> O=C(/C=C/c1ccc2ccccc2n1)N1CCN(S(=O)(=O)c2ccc(F)cc2)CC1
    2	16	16	-7	3	-3.7	-4	8	0.2
> Cc1ccc(C)c(Cn2c(=O)n(CCCC(=O)NCc3ccco3)c(=O)c3ccccc32)c1
    2	3	14	-3	-2	-1.1	-9	1	-3.1
> Cc1ccccc1C(O)c1ccncc1 (stereo not given)
    -6	-1	22	-4	12	-2.3	-5	0	-2.4
> COc1ccc(-c2cc(C)no2)cc1S(=O)(=O)N1CCCN(Cc2ccccc2Cl)C1
    -2	-17	-1	0	-12	-2.4	-3	-2	0.3
> CC(C)(C)OC(=O)NNc1c2ccccc2nc2ccccc12
    -2	-5	5	-9	12	-0.8	-8	-6	0.0
> CSC1=NS(=O)(=O)c2c(C)nn(C)c2S1
    15	-2	1	-9	-3	-4.1	-5	-34	0.3
> Cc1ccc(S(=O)(=O)N2CCN(C(=O)c3ccnn3C)CC2)cc1C
    7	-5	6	-15	-3	-2.0	nt	6	-0.7
> COc1ccccc1N1CCN(C2CCCN(Cc3ccccc3OCCO)C2)CC1 (stereo not given)
    -8	5	1	-1	4	-3.6	-12	2	-2.3
> O=C(c1ccccc1)N1CCN(c2ccc(NCc3ccc4c(c3)OCO4)cc2)CC1
    -4	10	-2	-16	30	-12	nt	4	-3.5
> O=S(=O)(NC(=S)Nc1ccccc1)c1ccc(F)cc1
    -3	6	-5	14	-1	-2.9	-7	5	-3.1
> CC(C)NC(=O)NC(=O)CSc1nnc(COc2ccccc2F)n1C(C)C1CC2CCC1C2 (stereo not given)
    8	-20	-3	-5	-40	-1.9	nt	-7	-1.2
> C[C@H]1CCC[C@]2(O[C@@H](CCO)C[C@@H](O)[C@@H]2O)O1
    0	nt	nt	nt	6	nt	7	3	nt
> COc1ccc(N2CCN(C(=S)Nc3ccc(C)cc3C)CC2)cc1
    -6	6	27	-2	-2	-1.9	2	6	-1.6
> O=C(N/N=C/c1ccccc1C(=O)O)c1cccc(S(=O)(=O)Nc2cc(Cl)ccc2Cl)c1
    6	18	20	-1	17	-0.7	-8	-2	0.1
> CC1CCC2(CC1)SCC(=O)N2c1ccccc1 (stereo not given)
    2	-2	8	-12	-5	-2.2	-1	1	-2.1
> CCOc1cc(C(=O)Nc2cccc(C(C)=O)c2)ccc1OCC(=O)N1CCCCC1
    3	-2	22	-8	-5	-1.9	-6	1	-0.9
> O=C(NCc1cn(-c2ccccc2)nc1-c1ccccc1)c1cccc([N+](=O)[O-])c1
    -4	-11	-14	11	4	-1.8	-1	4	0.4
> Cc1ccc(C)c(C(=O)CCC(=O)OCn2nnc3ccccc3c2=O)c1
    5	nt	nt	nt	1	nt	-4	1	nt
> CC1(C)C(=O)C2(CCCCC2)C(=O)OC1c1cccc([N+](=O)[O-])c1 (stereo not given)
    2	4	10	-2	-67	-1.5	-6	-5	0.4
> OCCCc1nc2n(n1)C(c1ccccc1)C=C(c1ccccc1)N2 (stereo not given)
    1	-6	32	-9	-14	-5.3	nt	6	1.3
> COc1ccc(S(=O)(=O)N2CCCCCC2)cc1C(=O)N(C)Cc1ccc(C(C)(C)C)cc1
    nt	-8	-13	-6	78*	-2.9	1	7	-1.9
> CCc1ccccc1NC(=O)CN(C)S(=O)(=O)c1ccc2c(c1)c(=O)n(C)c(=O)n2C
    0	-1	4	-9	12	-0.8	4	-1	-1.9
> CCc1nnc(NC(=O)CSc2nnc3c(C)cc4c(C)ccc(C)c4n23)s1
    4	3	-7	6	-45	-4.6	-2	11	-0.9

With a hit mark in CRFR2-BP antag (from the list above):
Values run as follows: IDE inh	NS3 helicase inh	UBC9 SUMO inh	p-CIP stab down	CRFR2-BP antag	IMP-1 inhibitor	GalR3 antag	IDE act	VIM-2 inh
> COc1ccc(S(=O)(=O)N2CCCCCC2)cc1C(=O)N(C)Cc1ccc(C(C)(C)C)cc1
    nt	-8	-13	-6	78*	-2.9	1	7	-1.9

Assay outcomes (PubChem)

Random draw from the library; overall some 3.2% were active at least once.
